Compound activity (PubChem BioAssay)
BLM inh – blocks DNA unwinding by human BLM helicase; P54132; recombinant BLM DNA unwinding, fluorescence dequenching; Potency, µM (top dose mostly 56.1 µM), for inactives: top-dose activity change, negative = inhibition, usual class: inhibitors; 0.2% of 350,000 active; AID 2528;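 note: plate controls were vehicle for no effect and no enzyme for full effect; nearly all actives have a fitted effect of over 35% in size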
G9a block – inhibitors of human histone lysine methyltransferase G9a; G9a H3K9 monomethylation, AlphaScreen, 2 h; Q96KQ7; Potency, µM (doses to about 102 µM), without a hit: at the top dose activity, negative = inhibition, most hits filed as inhibitors; 8.8% of 350,000 active; note: nearly all actives have a fitted effect of over 75% in size
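AlphaScreen detection with an anti-monomethyl H3K9 antibody quantified product after a 2 h room-temperature reaction containing 500 nM biotinylated H3K9 peptide, 20 µM SAM and 20 nM enzyme, which had been preincubated 15 min with compound.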
BAZ2B inh – inhibitors of human BAZ2B bromodomain; Q9UIF8; 4.4% of 360,000 active; AlphaScreen BAZ2B-H3K14Ac peptide displacement; Potency, µM (titrated, usually from 114 µM), for inactives: at the highest dose activity change, negative = inhibition, actives largely listed as inhibitors; AID 504333; note: nearly all actives have a fitted effect of over 60% in size
Target sequence (Q9UIF8 whole entry, looked up): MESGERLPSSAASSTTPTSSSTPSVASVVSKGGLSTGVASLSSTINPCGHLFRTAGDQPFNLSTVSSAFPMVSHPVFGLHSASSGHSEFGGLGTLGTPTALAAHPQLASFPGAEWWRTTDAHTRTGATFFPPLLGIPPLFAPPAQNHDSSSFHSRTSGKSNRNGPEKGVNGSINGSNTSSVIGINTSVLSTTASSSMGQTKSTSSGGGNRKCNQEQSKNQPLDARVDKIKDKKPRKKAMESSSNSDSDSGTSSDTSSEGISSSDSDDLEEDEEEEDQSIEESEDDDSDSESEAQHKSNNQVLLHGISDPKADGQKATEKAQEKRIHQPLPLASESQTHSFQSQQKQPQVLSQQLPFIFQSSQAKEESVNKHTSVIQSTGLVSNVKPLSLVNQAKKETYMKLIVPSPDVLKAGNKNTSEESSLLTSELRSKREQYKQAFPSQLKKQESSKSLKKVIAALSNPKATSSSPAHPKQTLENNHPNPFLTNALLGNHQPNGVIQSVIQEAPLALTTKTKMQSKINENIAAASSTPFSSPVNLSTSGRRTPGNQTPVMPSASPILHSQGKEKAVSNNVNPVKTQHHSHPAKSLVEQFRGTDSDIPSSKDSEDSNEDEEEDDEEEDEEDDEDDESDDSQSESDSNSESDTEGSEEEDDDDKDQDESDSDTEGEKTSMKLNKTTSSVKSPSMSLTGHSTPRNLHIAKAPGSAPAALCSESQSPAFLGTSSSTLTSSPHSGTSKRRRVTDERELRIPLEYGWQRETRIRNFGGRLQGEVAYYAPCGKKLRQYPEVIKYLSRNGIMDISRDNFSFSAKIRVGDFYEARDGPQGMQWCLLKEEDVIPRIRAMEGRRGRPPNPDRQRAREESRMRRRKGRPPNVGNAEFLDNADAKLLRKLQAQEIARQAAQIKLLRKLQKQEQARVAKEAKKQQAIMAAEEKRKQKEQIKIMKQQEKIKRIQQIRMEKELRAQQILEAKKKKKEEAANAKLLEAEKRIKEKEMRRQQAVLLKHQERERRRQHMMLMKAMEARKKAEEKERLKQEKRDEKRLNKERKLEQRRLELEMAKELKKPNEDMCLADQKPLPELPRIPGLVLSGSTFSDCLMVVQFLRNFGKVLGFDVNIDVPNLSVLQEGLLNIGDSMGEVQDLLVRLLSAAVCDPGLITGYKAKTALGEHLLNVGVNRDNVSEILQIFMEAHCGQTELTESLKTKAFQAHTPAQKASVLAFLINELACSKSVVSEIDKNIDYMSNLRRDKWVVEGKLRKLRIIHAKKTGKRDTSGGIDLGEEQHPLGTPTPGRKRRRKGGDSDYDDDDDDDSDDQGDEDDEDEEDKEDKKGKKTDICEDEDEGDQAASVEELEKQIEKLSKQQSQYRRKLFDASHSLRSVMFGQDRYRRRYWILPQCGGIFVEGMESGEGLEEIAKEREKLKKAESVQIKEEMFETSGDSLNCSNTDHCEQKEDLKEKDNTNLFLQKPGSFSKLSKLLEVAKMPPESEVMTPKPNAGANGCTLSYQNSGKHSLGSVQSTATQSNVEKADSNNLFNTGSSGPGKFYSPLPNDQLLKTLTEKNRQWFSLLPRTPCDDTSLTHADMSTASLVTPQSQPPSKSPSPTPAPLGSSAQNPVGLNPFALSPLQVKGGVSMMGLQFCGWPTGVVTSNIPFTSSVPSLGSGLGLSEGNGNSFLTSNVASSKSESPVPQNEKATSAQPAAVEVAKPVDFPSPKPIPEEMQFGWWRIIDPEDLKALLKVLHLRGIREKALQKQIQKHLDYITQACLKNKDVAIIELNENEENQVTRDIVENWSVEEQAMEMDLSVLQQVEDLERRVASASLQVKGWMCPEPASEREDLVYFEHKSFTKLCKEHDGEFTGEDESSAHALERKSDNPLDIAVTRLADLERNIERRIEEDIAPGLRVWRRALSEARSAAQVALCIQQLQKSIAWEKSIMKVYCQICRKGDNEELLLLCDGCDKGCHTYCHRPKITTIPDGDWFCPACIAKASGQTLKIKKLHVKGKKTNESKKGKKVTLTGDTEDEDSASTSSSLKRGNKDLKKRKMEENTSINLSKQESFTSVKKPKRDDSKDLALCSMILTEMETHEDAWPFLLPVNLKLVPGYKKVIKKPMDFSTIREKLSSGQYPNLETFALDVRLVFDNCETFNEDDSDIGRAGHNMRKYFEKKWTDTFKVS
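AlphaScreen displacement of biotin-H3(5-23)K14Ac peptide (50 nM final) from BAZ2B (50 nM final) in PBS pH 7.4, 0.01% Tween-20; complex preformed 30 min RT, then compounds (top 110 uM) 30 min RT, beads 20 min dark.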
An asterisk follows results filed as active; ? = inconclusive; [ ] = another dose, or the depositor's remark. Calls come from the whole dose curve; as a rule, active = well fitted curve in the direction sought with a large enough effect; inconclusive = small, poorly fitted or top-dose-only effect, or another doubt; inactive = no such curve, though single readings can be large; an effect the other way counts as inactive or inconclusive. Unless noted, % is set by controls: 0 for no effect and ±100 for the full control effect; potency is the fitted concentration of half-maximal effect. This is a subset, so the mix of outcomes need not match the whole.

SMILES | BLM inh | G9a block | BAZ2B inh
CCN(Cc1cc2ccc(C)cc2[nH]c1=O)C(=O)c1cccnc1 | 1% | 3% | 6%
O=C(O)c1cc(Cl)c(Cl)cc1C(=O)Nc1cccnc1 | 1% | ? | ?
Cc1ccccc1C1C(C#N)=C2NC(=O)c3c(sc4c3CCCCC4)N2C2=C1C(=O)CC(C)(C)C2 (configuration not stated) | -5% | 21% | 0%[57.1 µM]
O=C(c1cc(-c2ccc(Cl)c(Cl)c2)on1)N1CCCC1 | 2% | -45%[59 µM] | -1%
COC(=O)N[C@H](CC(C)=O)c1ccccc1 | 1% | -7% | -3%
CCn1c(C)nc2cc(C(=O)n3cc(C(=O)c4ccccc4O)cn3)ccc21 | -2% | ? | 0%
COc1cc(OC)c(-c2nn3c(-c4ccncc4)nnc3s2)cc1OC | 1% | 0% | -6%
Cc1nnc(C)c2c(C)n(-c3cccc4cccnc34)c(C)c12 | 3% | 71µM* | ?
CCn1c(=O)c2cc(C(=O)N3CCCC3)sc2c2ccccc21 | 1% | 2% | -1%
Cc1noc(C)c1CSc1ncnc2sc3c(c12)CCC3 | -3% | 24%[59 µM] | 6%
O=[N+]([O-])c1ccc(C=Nc2ccc(Cl)c([N+](=O)[O-])c2)s1 | -1% | -14%[59 µM] | ?
CC(C)C(=O)Nc1ccc(C(=O)N2CCN(C(=O)c3ccco3)CC2)cc1 | -1% | -34%[12.7 µM] | -19%
CCOC(=O)c1ccccc1NC(=O)Cc1sc(-c2cccnc2)nc1-c1ccc(C)cc1 | -10% | ? | -9%
Cc1ccc(Cc2cnc(NC(=O)C3=NCCN3)s2)cc1 | -2% | -31% | -4%
CCc1nnc(NC(=O)c2ccc3c(c2)C(=O)N(CC(C)C)C3=O)s1 | -7% | -2%[59 µM] | 2%
Cc1ccc(S(=O)(=O)/N=C2/C=C(Sc3ncn[nH]3)C(=O)c3ccccc32)c(C)c1 | 28µM* | 0.89µM* | 45µM*
CCc1nc2sc3c(=O)n(N)cnc3c2c2c1COC(C)(C)C2 | 4% | 20%[59 µM] | -3%
Cc1cc(C)c(C)c(C(=O)CSc2nnc(C)c(=O)[nH]2)c1C | -1% | 50µM* | -5%
Nc1nonc1C(=O)N/N=C/c1ccc(-c2cccc(C(=O)O)c2)o1 | -13% | 32µM* | ?
COc1cccc(CNC(=O)CCCCCn2c(=S)[nH]c3ccc(N4CCOCC4)cc3c2=O)c1 | -14% | ? | -2%

Single records, from the list above. Order of screens: BLM inh | G9a block | BAZ2B inh
CCc1nc2sc3c(=O)n(N)cnc3c2c2c1COC(C)(C)C2 as listed: 4% | 20%[59 µM] | -3%
Cc1cc(C)c(C)c(C(=O)CSc2nnc(C)c(=O)[nH]2)c1C as listed: -1% | 50µM* | -5%
CCn1c(=O)c2cc(C(=O)N3CCCC3)sc2c2ccccc21 as listed: 1% | 2% | -1%
O=C(c1cc(-c2ccc(Cl)c(Cl)c2)on1)N1CCCC1 as listed: 2% | -45%[59 µM] | -1%

3 compounds picked at random from those above, as already listed:
SMILES | BLM inh | G9a block | BAZ2B inh
Cc1nnc(C)c2c(C)n(-c3cccc4cccnc34)c(C)c12 | 3% | 71µM* | ?
Cc1cc(C)c(C)c(C(=O)CSc2nnc(C)c(=O)[nH]2)c1C | -1% | 50µM* | -5%
Nc1nonc1C(=O)N/N=C/c1ccc(-c2cccc(C(=O)O)c2)o1 | -13% | 32µM* | ?

Next part.
SMILES | BLM inh | G9a block | BAZ2B inh
N#CC(c1nc2ccccc2nc1N1CCCCC1)S(=O)(=O)c1ccc(Cl)cc1 (configuration not stated) | -3% | ? | ?
Cc1ccc(S(=O)(=O)c2cnc(-c3ccccc3)nc2Oc2ccccc2)cc1 | 1% | 2% | 3%
CCOc1cc(-n2nc(C)c(C#N)c2N)nc(SC)n1 | 4% | 7%[59 µM] | 5%
c1nnc2c3c4c(sc3ncn12)CCCC4 | 0% | -8% | -1%
Cc1ccc(C(=O)NC2=NCCS2)cc1 | -4% | 9%[12.7 µM] | ?
O=c1c2c3c(sc2nc2n1CCCCC2)CCCCC3 | 2% | -33%[59 µM] | -3%
CCOC(=O)c1c(C)[nH]c(C=Nc2ccccc2)c1O | -8% | ? | ?
O=C(CN1C(=O)/C(=C\c2cccc(Cl)c2)Oc2ccccc21)N1CCN(c2ccccn2)CC1 | -5% | 35% | 7%
Cn1c(=O)c(C(=O)COC(=O)c2cc(-c3ccco3)nc3ccccc23)c(N)n(CC2CC2)c1=O | ? | 6.3µM* | ?
CCOc1ccc(C(C)=O)cc1Cc1c(O)nc(N)[nH]c1=O | 3% | 13%[59 µM] | -8%
S=C1NC2(CCS1)Oc1ccccc1C1CC(c3ccccc3)=NN12 (configuration not stated) | -11% | 50µM* | ?
COc1cccc(-c2cc(C(F)(F)F)c3c(N)c(C#N)sc3n2)c1 | -2% | 146%[activator][59 µM] | 6%
COc1ccc(-c2noc(-c3cc4ccccc4oc3=O)n2)cc1 | 0% | -12%[0.0925 µM] | 7%
Cc1ccnc(NS(=O)(=O)c2ccc(C(C)(C)C)cc2)c1 | 2% | 9% | -4%
CCN(CC)CCN1C(=O)C(=O)/C(=C(/O)c2ccc(OC)cc2)C1c1cccs1 (configuration not stated) | 3% | 11%[0.501 µM] | 53%[activator]
CCN1CCCC1CNC(=O)c1cn(CC)c2ccc(S(=O)(=O)N3CCCCCC3)cc2c1=O (configuration not stated) | 3% | ? | 9%
Cc1ccccc1-c1nnc(NC(=O)c2cc3ccccc3oc2=O)s1 | -2% | 6% | 2%
CC(=O)c1cc2c(cc1NC(=O)CSc1nc3ccccc3[nH]1)OCO2 | -5% | ? | 9%
COc1cccc(-n2nnnc2SCC(=O)c2cc(OC)ccc2OC)c1 | 1% | 0% | 4%
COC(=O)/C=C1\C(=O)N(c2nc3ccc(OC)cc3s2)C(=S)N1c1ccc(F)cc1 | -2% | -7%[59 µM] | 5%
Oc1ccc(C=Nc2ccc3ncccc3c2)c(O)c1 | -15% | -42%[12.7 µM] | ?
O=C(c1cc(COc2ccc3c(c2)CCCC3)on1)N1CCCC1 | -5% | ? | 10%
COc1ccc2c(c1)c(C(O)CN1CCC3(CC1)OCCO3)c(C)n2C (configuration not stated) | -3% | ? | -37%
OCc1ccccc1N=c1ssnc1Cl | 5% | -7%[2.33 µM] | ?
CCn1c(SCC(=O)c2cc(OC)ccc2OC)nc2c1c(=O)n(C)c(=O)n2C | 2% | 3%[12.7 µM] | 0%
CC(C)c1ccccc1NC(=O)COc1ccc2c(=O)c(Oc3ccc4ccccc4c3)coc2c1 | -5% | 1%[59 µM] | -5%
Cc1ccc(C)n1-c1ccccc1N | -2% | -8%[59 µM] | -10%
COCCCNC(=O)Cn1nnc(-c2ccc(NC(=O)c3cccnc3)cc2)n1 | -2% | 9% | 0%
Clc1ccc(-c2nn3c(-c4cccc(Cl)c4)nnc3s2)cc1 | -5% | -12% | -3%
CC1(c2ccc([N+](=O)[O-])cc2)CC(C)(C)N(C(=O)c2ccccc2)c2ccccc21 (configuration not stated) | 0% | -28%[59 µM] | -18%
COc1cccc(N(C(=O)C2COc3ccccc3O2)C(C(=O)NC2CCCCC2)c2ccc(O)cc2)c1 (configuration not stated) | 2% | -6%[59 µM] | 12%
O=C(CN1C(=O)c2ccccc2S1(=O)=O)c1ccccc1Cl | -5% | 16%[12.7 µM] | 3%
COC(=O)c1ccc(C(=O)Nc2nnc(-c3cccnc3)o2)cc1 | -2% | -28% | 2%
Cc1ccc2c(c1)NC(=O)C(CC(=O)NCCCN1CCN(C3CCCCC3)CC1)O2 (configuration not stated) | -3% | ? | 0%
Cc1ccc(Nc2nc(-c3sc(NC(=O)c4cccc(Cl)c4)nc3C)cs2)cc1 | 0% | 25µM* | ?
CCOc1cccc2cc(-c3csc(NC(=O)CCC(=O)NCCCN4CCC(C)CC4)n3)c(=O)oc12 | -4% | 3% | -4%
Cc1nc2c(c(=O)n1Cc1ccccc1Cl)c1nc3ccccc3nc1n2Cc1ccco1 | 2% | ? | -4%
O=C1C(=O)N(CCCn2ccnc2)C(c2ccccn2)/C1=C(/O)c1ccccc1 (configuration not stated) | 0% | 50µM* | -8%
CCCOc1cccc(C2/C(=C(/O)c3ccncc3)C(=O)C(=O)N2CCCN(C)C)c1 (configuration not stated) | -1% | -38%[12.7 µM] | -23%
C/C(=N\n1nnnc1Nc1ccccc1)c1ccc(N)cc1 | 0% | 0% | -41%

Individual results from the list:
For G9a block, O=C(CN1C(=O)c2ccccc2S1(=O)=O)c1ccccc1Cl reads 16%[12.7 µM]
For BAZ2B inh, Cc1nc2c(c(=O)n1Cc1ccccc1Cl)c1nc3ccccc3nc1n2Cc1ccco1 reads -4%

More entries
SMILES | BLM inh | G9a block | BAZ2B inh
Cc1sc2c(c1C)CN(C1CC(C)(C)NC(C)(C)C1)CN2C(=O)c1ccco1 | 1% | 2%[12.7 µM] | -35%
COc1ccc(C(=O)Cn2c(N3CCOCC3)nc3ccccc32)cc1OC | 0% | 16%[59 µM] | 29%
N#Cc1c2c(c(N3CCN(CCO)CC3)n3c1nc1ccccc13)CCCC2 | 0% | -35%[12.7 µM] | -1%
COc1cc(C2NC(C(=O)O)CS2)ccc1OCc1ccccc1C#N (configuration not stated) | 2% | 20µM* | -3%
O=S1(=O)c2ccccc2N=NN1Cc1cc(Cl)cc(Cl)c1 | -8% | ? | ?
CCOCC(=O)Nc1c(C)n(C)n(-c2ccccc2)c1=O | -6% | -5% | -2%
O=C(O)/C=C/C(=O)Nc1ccc(Oc2ccc(NC(=O)/C=C/C(=O)O)cc2)cc1 | -24% | ? | 50µM*
CCCn1c(SCC(=O)Nc2nnc(CC)s2)nc2c1c(=O)n(C)c(=O)n2C | 0% | 19%[2.33 µM] | 0%
Cc1ccc2nc(NC3=NCN(Cc4ccccc4)CN3)nc(C)c2c1 | 10% | 7% | -1%
COc1cccc(OCc2nnc(-c3cccs3)o2)c1 | -4% | 57%[activator][59 µM] | -2%
O=C(NCc1ccccn1)c1ccc2nc(-c3ccco3)c(-c3ccco3)nc2c1 | 8.9µM* | ? | 11µM*
CCOC(=O)N1CCN(Cc2nc3c(c(=O)n(C)c(=O)n3C)n2Cc2cc(C)ccc2C)CC1 | 0% | -28%[59 µM] | -14%
Cc1ccccc1Cn1c(=O)n(-c2ccccc2)c(=O)c2ccc(C(=O)NCc3ccco3)cc21 | -1% | -12% | -2%
CC1=CC(C#N)(C#N)C(C#N)(C#N)C(c2ccccc2)N1 (configuration not stated) | -8% | ? | 35µM*
O=C1Nc2ccc(Cl)cc2[C@@](C#CC2CC2)(C(F)(F)F)O1 | -17% | -8%[59 µM] | 2%
O=C1CC(c2ccc(F)cc2)Cc2nc(N3CCc4ccccc43)ncc21 (configuration not stated) | 3% | -7% | 66%[activator]
O=C(Nc1ccc2c(c1)OCO2)[C@@H]1[C@@H]2C(=O)N(C3CCCCC3)C(=O)[C@@H]2C2c3ccccc3C=CN21 (some centres not stated) | -20% | 10µM* | 3%
O=C(Nc1nnc(-c2cccnc2)o1)c1cccc([N+](=O)[O-])c1 | -5% | -3% | ?
Cc1nc(NC2=NCN(Cc3ccc4c(c3)OCO4)CN2)nc2ccccc12 | 33%[activator] | 4% | -4%
COc1ccccc1C(=O)Nc1cc2c(ccc3ccccc32)oc1=O | -5% | 14%[0.0925 µM] | 0%
COc1cc(C(=O)NCc2ccc(-n3cccc3)cc2)cc(OC)c1OC | -7% | -4% | -26%
COc1cccc(-c2nc(Oc3cc(C)cc(C)c3)c3ccccc3n2)c1O | 1% | -8%[59 µM] | 1%
c1ccc(-c2oc3ncnc(N4CCOCC4)c3c2-c2ccccc2)cc1 | -8% | -8%[12.7 µM] | -3%
Cn1c(=O)c2c(-c3cccc(F)c3)c3c(nc2n(C)c1=O)-c1ccccc1C3O (configuration not stated) | -3% | -27%[12.7 µM] | -4%
O=C(CSc1nc(-c2ccccc2)nc2c1Cc1ccccc1O2)Nc1ccccc1 | 1% | 8% | -1%
O=Cc1ccc(OC(=O)Cc2ccc(F)cc2)cc1 | -4% | 11%[0.501 µM] | -2%
Cc1ccc(CN2C(=O)C3CCCN3c3ccc(C#N)cc32)cc1 (configuration not stated) | 1% | 20µM* | -18%
Cc1ccnc(NS(=O)(=O)c2ccc3c(c2)CCO3)c1 | -1% | 2% | 0%
O=C(CCl)c1ccc2c(c1)CCN2C(=O)C1CC1 | 2% | -31% | ?
CC(=O)OC[C@H]1O[C@@H](O/N=C/C[C@@H]2C=C[C@H](OC(C)=O)[C@@H](COC(C)=O)O2)[C@H](OC(C)=O)[C@@H](OC(C)=O)[C@@H]1OC(C)=O | 5% | 79µM* | -12%
CCN(CC)S(=O)(=O)c1ccc(OC)c(NC(=O)C(Cc2ccccc2)N2C(=O)c3ccccc3C2=O)c1 (configuration not stated) | -2% | -4%[59 µM] | -1%
O=C(NCCC1=CCCCC1)c1ccc(Cl)cc1 | 7% | 47%[activator] | 32%[activator]
O=C(c1cnn(C(=O)c2ccc(O)cc2)c1)c1ccccc1O | -13% | -29% | ?
CCCc1[nH]n(-c2ccc([N+](=O)[O-])cc2)c(=O)c1C=NCCN1CCNCC1 | -2% | -42% | -4%
